# Screening results (PubChem)
# NPR1 activator: GC-A (human) enzyme activation; P16066; HEK293 GC-A cells, cGMP TR-FRET, EC30 ANP; 0% at EC30 ANP, 100% saturating ANP; activation, % at 10 µM; 0.14% of 370,000 active; AID 1671463; in the data active = activation above about 40%
# PG9 binder: PG9 antibody binding by small molecule | TR-FRET gp120-PG9 antibody binding | AID 624416 | 0.43% of 360,000 active | inhibition, % at 6.7 µM; in the data active = inhibition above about 8.5%
# GC-B act: GC-B (human) receptor activation; HEK293-GC-B cells, CNP EC30, cGMP TR-FRET; 0% at EC30 CNP, 100% saturating CNP; AID 1920062; P20594; 0.11% of 370,000 active; activation, % at 10 µM;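 active = activation at 10 µM reaching about 35% in either raw or pattern-adjusted values, limit read from the data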
# ABHD4 inh: inhibits mouse alpha/beta hydrolase domain 4; Q8VD66; purified mABHD4, FP-Rh probe fluorescence polarization; inhibition, % at 8.92 µM; 0.54% of 370,000 active;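 active = inhibition exceeding the mean over every tested compound plus 3 SD, cut at about 30% in these data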;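 note: 0% = plate median of compound wells and 100% = S159A mutant with DMSO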
# Target sequence (Q8VD66 whole entry, looked up, the tested form may be a part): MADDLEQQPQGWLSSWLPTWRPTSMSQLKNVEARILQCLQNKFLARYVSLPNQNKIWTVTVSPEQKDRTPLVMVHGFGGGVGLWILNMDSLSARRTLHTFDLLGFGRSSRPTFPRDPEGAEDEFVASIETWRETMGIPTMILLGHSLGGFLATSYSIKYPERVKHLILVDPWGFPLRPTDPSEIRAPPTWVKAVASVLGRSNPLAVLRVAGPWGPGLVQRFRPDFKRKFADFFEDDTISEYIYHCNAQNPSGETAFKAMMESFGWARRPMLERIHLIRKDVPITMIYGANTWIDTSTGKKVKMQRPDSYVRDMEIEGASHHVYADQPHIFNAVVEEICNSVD
#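 Test system: mABHD4 protein | Buffer or medium: HEPES pH 7.0 buffer, 150 mM NaCl, 0.01% Pluronic F-127 | Probe or stimulus: FP-Rh fluorescent activity-based probe, added after compound pre-incubation | Timing: Pre-incubation 45 min, probe exposure 60 min, at 25 °C | Technique: Fluorescence polarization, excitation 525 nm, emission 598 nm, BODIPY TMR filters | Repeats: Single well per compound (singlicate)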
# ARFGAP1 inh: inhibitors of rat ARFGAP1; Q62848; Arfgap1-stimulated ARF1 GTP hydrolysis, GDP FP detection; inhibition, % at 16.5 µM; 0.26% of 360,000 active;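 active = inhibition above a per-plate limit, mean inhibition of low control wells plus 3 SD, cut at about 25% in these data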;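 note: 0% = DMSO wells with enzyme and 100% = wells lacking Arfgap1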
# Target sequence (Q62848 1-136 limits assumed): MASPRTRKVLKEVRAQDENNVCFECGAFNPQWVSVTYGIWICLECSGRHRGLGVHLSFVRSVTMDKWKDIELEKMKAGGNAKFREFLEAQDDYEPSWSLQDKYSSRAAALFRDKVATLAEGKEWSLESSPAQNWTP
#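 Repeats: one replicate per compound; assay system: rat Arfgap1 catalytic domain, aa 1-136; times: enzyme reaction 120 min at 25 °C after 20 min preincubation; detection: FP of antibody-bound GDP Alexa 633 tracer, ex 620/em 688 nm; benchmarks: high control wells lacking Arfgap1, low control full reaction with DMSO; reagent: human ARF1(Δ1-17)-GTP substrate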
# SMARCA2 activ: SMARCA2 function activation, primary screen. MG213 cells, MMTV-luciferase reporter, dexamethasone, overnight. activation, % at 9.1 µM. 1% of 370,000 active. AID 652017; in the data active = activation above about 7.8%;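 note: 0% = vehicle wells and 100% = reference activator wells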
# HTRA1 inh: HTRA1 (human) protease inhibition | Q92743 | AID 504803 | recombinant HTRA1, FP-rhodamine activity-based probe, fluorescence polarization | 0.5% of 340,000 active | inhibition, % at 5.96 µM; in the data active = inhibition above about 36%;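 note: 0% = enzyme with DMSO and 100% = wells lacking enzyme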
# ASAP1 GAP inh: inhibitors of human ASAP1 ArfGAP activity | 0.19% of 360,000 active | inhibition, % at 16.5 µM | ASAP1-stimulated ARF1 GTP hydrolysis, GDP FP detection; in the data active = inhibition above about 25%;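 note: 0% = vehicle with enzyme and substrate and 100% = no enzyme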
# Target sequence (Q9ULH1 325-724 limits assumed): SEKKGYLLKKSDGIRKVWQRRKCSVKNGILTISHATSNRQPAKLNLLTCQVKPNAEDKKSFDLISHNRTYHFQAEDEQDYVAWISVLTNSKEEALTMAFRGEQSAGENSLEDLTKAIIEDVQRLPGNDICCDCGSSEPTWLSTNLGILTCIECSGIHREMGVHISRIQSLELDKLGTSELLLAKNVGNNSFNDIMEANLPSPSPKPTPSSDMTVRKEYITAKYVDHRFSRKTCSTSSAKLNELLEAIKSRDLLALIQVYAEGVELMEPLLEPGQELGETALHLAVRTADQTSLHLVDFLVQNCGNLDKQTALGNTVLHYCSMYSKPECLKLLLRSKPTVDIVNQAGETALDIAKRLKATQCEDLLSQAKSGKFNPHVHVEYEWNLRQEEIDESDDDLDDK
# Rev-erbA mod: Rev-erb alpha (human) modulation | P20393 | activity, % at 10 µM | 0.79% of 370,000 active | AID 1259318 | Rev-erbα–FITC-DNA binding, fluorescence polarization, 90 min;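 active = activity above about 14%, limit read from the data; passing the limit was not always enough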;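 note: 0% = DMSO wells with 35 nM protein and 100% = DMSO wells with 750 nM protein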
# rCAG RNA binder: binds r(CAG) RNA repeats. inhibition, % at 3 µM. 1.3% of 370,000 active. r(CAG) RNA repeat, TO-PRO-1 dye displacement fluorescence;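 active = inhibition above the plate cutoff, the mean of all test compounds on that plate plus 3 SD, cut at about 35% in these data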;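 note: 0% = DMSO alone and 100% = 100 µM mitoxantrone as full dye displacement; higher means more dye released from RNA so lower well fluorescence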
# The depositor's hits bear a star; . = not tested or not shown.
# Values run as follows: NPR1 activator	PG9 binder	GC-B act	ABHD4 inh	ARFGAP1 inh	SMARCA2 activ	HTRA1 inh	ASAP1 GAP inh	Rev-erbA mod	rCAG RNA binder
CSCC[C@H](NC(=O)[C@@H]1Cc2ccccc2CN1)C(=O)NC1CCCC1
    0.4	-0.6	4.2	3.1	10.0	-2.7	-2.9	9.6	-4.5	-2.3
COC(=O)[C@]1(Cc2ccccc2)N[C@H](CN(C)S(=O)(=O)c2ccc(-c3ccccc3)cc2)[C@@H]2C(=O)N(Cc3ccccc3)C(=O)[C@@H]21
    2.7	-1.1	6.2	-6.2	8.1	-5.7	-7.6	0.3	-0.8	9.5
CCOc1ccc(CCN2C(=O)C(=O)N([C@@H](Cc3ccccc3)CN3CCC[C@H]3CN3C(=O)C(=O)NC[C@@H]3Cc3ccc(O)cc3)C[C@@H]2Cc2ccc(O)cc2)cc1
    1.7	-0.3	4.9	4.7	0.7	-0.7	.	-0.6	3.6	8.6
O=C(c1cccc(S(=O)(=O)N2CCN(c3ccccc3)CC2)c1)N1CCN(c2ccccc2O)CC1
    -4.9	1.0	-2.2	4.8	-4.4	-0.7	-0.6	3.1	0.4	6.5
CCCCN(C)C(=O)c1cn(C)c2ccc(S(=O)(=O)N(C)C)cc2c1=O
    6.0	-0.8	5.9	1.2	-2.3	-0.1	1.9	-2.4	0.8	0.0
O=C(NC(=S)Nc1ccccc1)c1cc(-c2ccccc2)nc2ccccc12
    -1.7	-0.8	-2.5	-35.4	12.6	-3.9	-38.1	17.0	-1.1	9.2
COc1ccccc1-c1cc(C(F)(F)F)nc(N2CCOCC2)n1
    -6.8	1.6	-3.2	-0.3	1.5	-2.4	-8.5	-4.0	2.4	-4.1
COc1cccc(NC(=S)NC(=O)c2cncc(Br)c2)c1
    -5.4	-4.1	-4.8	0.9	-2.5	5.8	-7.8	-4.1	-0.5	3.2
C/C(CC(=O)Nc1ccc(Cl)c(C(F)(F)F)c1)=N\NC(N)=S
    -4.8	-0.2	-12.6	-9.4	8.2	-4.4	-1.1	-8.8	2.5	2.9
Cc1cc(C)cc(NC(=O)N2CCCCCCC2)c1
    1.1	-1.5	1.8	-2.2	-3.2	1.5	0.5	15.1	3.3	-3.4
NC1=NC(=O)CC(C(=O)NCc2ccccc2)S1 (centres undefined)
    2.6	-0.9	3.3	6.2	18.0	6.6	7.6	0.9	-6.7	0.7
O=C(c1cc(Cl)nc2ccccc12)N1CCN(Cc2ccc3c(c2)OCO3)CC1
    -2.4	1.4	-3.3	1.3	-6.1	0.1	-0.9	-5.8	3.8	-0.1
O=C(Nc1ccccc1)C1=C[C@H](c2coc3ccccc3c2=O)C[C@H](OCCCCO)O1
    -0.7	-0.7	-1.8	-1.7	3.0	1.3	-8.6	-4.3	-3.4	-1.1
COc1ccc(CN(C)C[C@@H]2OCCCC[C@@H](C)Oc3ccc(N(C)C)cc3C(=O)N([C@H](C)CO)C[C@@H]2C)cc1
    -0.7	-0.6	1.2	-1.8	1.9	-2.1	5.5	7.1	-2.9	0.0
COc1ccc(Oc2cc(C)nc(Cl)n2)nn1
    -1.3	0.1	-0.9	-1.4	1.5	1.3	-0.4	7.9	-0.8	-0.9
COc1ccc(O)c(CNc2ccccc2F)c1
    2.5	-0.6	-4.7	-7.8	-0.7	-1.8	5.5	-8.3	2.8	-1.2
CCCCC[C@@H](/C=C/C1C(=O)C=C[C@H]1C/C=C\CCCC(=O)OC)OC(C)=O (some centres undefined)
    -24.8	0.1	-13.1	-2.0	-3.2	-5.8	-17.1	-5.2	-0.2	1.7
CC(=O)Oc1ccc(N2C(=O)C3C4C=CC(C5CC45)C3C2=O)cc1[N+](=O)[O-] (centres undefined)
    -4.0	-3.2	-4.8	-1.7	-6.2	-2.7	-0.2	4.7	-3.0	-0.5
COc1ccc(CNc2nc(S(=O)(=O)c3ccccc3)c(Cl)s2)cc1OC
    1.8	-0.9	-5.7	-15.9	6.6	-2.9	-14.7	-6.2	-2.4	1.9
Cc1ccc(OCCSc2ncnc3sc(C)c(C)c23)cc1C
    -2.8	-1.5	4.6	10.6	-3.2	-2.4	7.0	-0.9	2.0	3.4
O=[N+]([O-])c1cn(-c2nc(-c3ccco3)cc(C(F)(F)F)n2)cn1
    2.1	0.1	3.3	2.6	0.3	-2.3	-2.4	-6.4	4.5	-1.7
CC(=O)c1cccc(NC(=O)CCNC(=O)c2ccccc2Cl)c1
    -1.1	-2.4	5.2	3.1	-3.6	-2.7	5.4	2.4	6.5	-1.8
CCOC(=O)c1c(C)[nH]c(C)c1S(=O)(=O)NCc1ccc(OCC)cc1
    0.6	-1.7	-3.8	3.9	18.7	2.2	0.3	-1.8	-2.1	-2.6
CC1CCCCC1NC(=O)NC(=O)COC(=O)C1=NN(c2ccccc2)C(=O)CC1 (centres undefined)
    -1.8	-0.4	-1.4	-5.5	-0.9	1.0	-11.2	11.6	3.2	1.1
CCCCn1c(N)c(N(CCOC)C(=O)c2ccc(S(=O)(=O)N3CCC(C)CC3)cc2)c(=O)[nH]c1=O
    0.1	-0.7	-5.1	3.7	8.3	-0.4	1.7	0.3	-2.9	0.9
Cc1cn(C(=O)C(C)N2C(=O)c3ccccc3C2=O)c(C)n1 (centres undefined)
    1.0	1.1	-7.5	-8.8	1.8	0.3	6.9	-12.1	-0.6	-4.0
Cc1cccc(-c2noc(Cc3ccc(Cl)cc3)n2)c1
    0.9	-1.6	-5.9	-9.6	-2.5	2.8	-10.3	-11.2	-3.9	0.2
O=C(CNC1=NCCC1)c1ccc2c(c1)OCCO2
    7.1	0.0	1.6	-4.3	-4.8	2.7	0.8	9.9	-8.9	-2.1
C[C@@H](NC(=O)[C@H]1O[C@@H](n2cnc3c(N)ncnc32)[C@H](O)[C@@H]1O)c1cccc2ccccc12
    2.8	0.2	-1.6	0.7	4.3	1.5	.	0.1	-3.0	2.1
CCC(=O)Nc1ccc(NC(=O)c2cc3ccccc3o2)c(OC)c1
    -0.5	2.7	-6.4	3.0	-11.3	1.2	-1.3	2.9	7.5	1.6

# 2 entries drawn at random from the list so far, as already listed:
# Values run as follows: NPR1 activator	PG9 binder	GC-B act	ABHD4 inh	ARFGAP1 inh	SMARCA2 activ	HTRA1 inh	ASAP1 GAP inh	Rev-erbA mod	rCAG RNA binder
CCCCN(C)C(=O)c1cn(C)c2ccc(S(=O)(=O)N(C)C)cc2c1=O
    6.0	-0.8	5.9	1.2	-2.3	-0.1	1.9	-2.4	0.8	0.0
COc1ccc(Oc2cc(C)nc(Cl)n2)nn1
    -1.3	0.1	-0.9	-1.4	1.5	1.3	-0.4	7.9	-0.8	-0.9

# (further entries)
# Values run as follows: NPR1 activator	PG9 binder	GC-B act	ABHD4 inh	ARFGAP1 inh	SMARCA2 activ	HTRA1 inh	ASAP1 GAP inh	Rev-erbA mod	rCAG RNA binder
Cc1ccc(S(=O)(=O)CCC(=O)OCC(=O)NCCc2ccc(F)cc2)cc1
    -4.1	-1.8	-4.1	1.4	-2.2	2.8	5.2	8.0	-3.3	-5.0
N#Cc1ccc(OCC(=O)N2CCCC2=O)cc1
    2.0	1.8	1.4	1.6	-5.3	-3.7	-3.0	-4.0	2.1	-0.4
O=C(C[C@H]1C(=O)N(Cc2ccccc2)C[C@@H]1Cc1ccccc1)Nc1ccccc1
    -1.9	-1.3	1.2	-7.0	12.7	-0.7	-27.2	-6.6	5.0	3.4
C[C@@H]1CN([C@H](C)CO)C(=O)Cc2cc(NC(=O)Cn3cnnn3)ccc2O[C@@H]1CN(C)Cc1ccc(Cl)c(Cl)c1
    -2.2	1.8	1.0	-1.0	1.5	0.4	-8.6	-9.1	-1.5	4.3
Cc1[nH]c(-c2ccc(F)cc2)cc1C(=O)N1CCN(c2ccc(Cl)cc2)CC1
    -1.3	-1.2	-3.7	9.1	5.7	-2.6	-19.0	6.8	4.2	-3.3
CCC(=O)OCCn1c(Br)nc2c1c(=O)[nH]c(=O)n2C
    0.9	-0.5	3.9	-0.3	2.2	-2.9	-9.9	-12.2	0.3	1.1
CCC(CO)Nc1nc2ccc(Cl)cc2c2ccccc12 (centres undefined)
    -2.6	-0.6	-5.6	-4.7	13.5	-0.1	-52.7	10.6	4.8	9.5
COc1ccc(C(=O)Nc2ccc(N3CCCCCC3)cc2)cc1S(=O)(=O)N1CCOCC1
    -3.0	-7.0	0.4	4.3	9.0	-4.4	13.8	9.9	-6.4	8.6
CC1CN(C(=O)Nc2ccc(F)cc2F)CC(C)O1 (centres undefined)
    2.5	-1.5	-6.8	3.0	-3.8	1.3	2.4	2.4	-7.9	-0.8
CCOC(=O)c1cn(CC)c2cc(N3CCCCC3)c(F)cc2c1=O
    0.2	1.0	-0.4	4.6	-4.9	-3.8	4.0	2.2	-0.2	0.1
COc1ccc(-n2c(SCC(=O)Nc3sc4c(c3C#N)CCCC4)nnc2-c2ccc(O)cc2)cc1
    -4.8	0.7	-1.4	4.1	11.3	-2.0	-0.5	-1.7	4.2	2.5
CCc1cccc(CC)c1NC(=O)NC1CCCCC1
    -7.4	0.2	-7.4	3.8	-5.3	-2.7	-0.4	0.1	0.8	-2.7
CCn1c2ccccc2c2cc(NC(=O)CSc3nnc(-c4ccccc4OC)n3N)ccc21
    -3.6	2.4	-8.9	2.2	3.1	-2.1	-5.8	0.1	0.4	6.8
CC(=O)Oc1ccc(/C=C/c2nc3ccccc3c(=O)o2)cc1
    7.8	-0.7	-5.1	6.0	-2.4	0.1	-0.6	0.3	4.9	11.6
COc1cc(/C=C(\NC(C)=O)C(=O)Nc2ccccc2C)ccc1OC(C)=O
    0.9	-0.5	5.4	-1.6	-5.3	-0.3	5.8	5.7	-0.7	-4.6
O=C(CSc1nc2ccccc2c(=O)n1NC(=O)Cc1ccccc1)NCc1ccccc1Cl
    -0.6	0.4	0.9	-15.9	5.4	1.4	-6.3	2.5	-6.8	10.2
Cc1ccc(OCCCCNC2CCCCC2)c(C)c1
    -5.6	-3.1	-2.7	15.9	-1.3	0.8	5.7	7.3	-3.0	1.6
CCN(Cc1cccc(F)c1)C(=O)c1ccc2ccccc2n1
    -1.6	-0.3	-5.0	5.5	8.2	3.5	-0.3	2.1	-1.9	-3.1
COc1ccc(C(=O)C(=O)N2CCN(C(=O)c3ccccc3C(F)(F)F)CC2)cc1OC
    3.4	-0.4	-1.9	-0.1	0.6	-3.0	.	1.4	-6.8	-1.5
O=C(Cn1c(=O)n(Cc2ccccc2)c(=O)c2cc(Cl)ccc21)NCC1CCCO1 (centres undefined)
    -12.8	0.3	5.8	4.4	5.4	-3.3	-4.2	-4.3	-2.5	-2.9
COCCNc1ccc(S(=O)(=O)N2CCCC2)cc1[N+](=O)[O-]
    3.2	0.9	3.5	0.5	0.1	-0.2	6.3	-0.2	7.5	0.1
Cc1c(C(=O)N2CC(C)OC(C)C2)sc2nc(-c3ccc(F)cc3)cn12 (centres undefined)
    0.4	-1.9	-0.1	3.9	9.8	2.9	0.6	-1.9	-1.9	-1.0
Cc1ccccc1-n1c(SCC(=O)c2c(N)n(C3CC3)c(=O)[nH]c2=O)nnc1N1CCOCC1
    0.8	-3.2	5.5	-0.7	13.6	4.1	-0.6	9.2	-2.2	-2.6
COc1ccc(C=NNc2nc3c([nH]2)c(=O)n(C)c(=O)n3C)cc1
    -8.3	-3.6	-6.9	-0.7	-7.0	-1.7	-2.2	0.6	-6.1	1.9

# Compounds were not picked by outcome, and some 4.4% of all compounds hit somewhere here.
